# Coupling enz = counter-screen for Giardia aldolase inhibitors: coupling enzyme system. coupling enzyme system counterscreen, AmpLite Red fluorescence. activity change, negative = inhibition, % at 58.2 µM, hits read low. actives 0.67% (n = 290,000); in the data active = activity change below about -30%
#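 Activity here indicates interference with the coupling reaction, not aldolase inhibition. Compounds at 57.5 uM final met coupling enzymes for 10 min at RT; substrate and AmpLite Red detection followed, with a 525/598 nm fluorescence read after 20 min.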
# Giardia killer = Giardia lamblia killing. Giardia lamblia trophozoite viability. activity change, % at 7.66 µM, hits read low. actives 0.15% (n = 340,000); in the data active = activity change below about -80%; inconclusive = between about -30% and that limit;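 note: parasites exposed to compound for two days anaerobically before the ATP read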
#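 Giardia trophozoites, 100 cells per well, were exposed to compounds for 48 hrs at 37 deg C under anaerobic conditions; viability was then read as ATP content by bioluminescence after 15-30 min at room temperature.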
# Eya2 inh = blocks the phosphatase activity of human Eya2. recombinant Eya2, OMFP fluorescence dephosphorylation (OMFP is methylfluorescein phosphate). O00167. actives 0.006% (n = 330,000). Potency, µM (highest dose often 76.9 µM), for inactives: at the highest dose activity, negative = inhibition, most hits filed as inhibitors; note: potency is the fitted concentration of half-maximal effect
#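 Eya2 protein (added as 0.2 uM solution) was preincubated with compound for 10 min at ambient temperature in 50 mM HEPES pH 7.5, 50 mM NaCl, 5 uM MgCl2, 0.05% BSA, 1 mM DTT. OMFP (added at 50 uM) then reacted 10 min; fluorescence read at 485/525 nm.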
# hERG WT inh = KCNH2 (human, wildtype) channel inhibition; U2OS, BacMam KCNH2, thallium flux FluxOr; hits give low values; Q12809; activity change, % at 1.84 µM; AID 720551; actives 0.37% (n = 340,000);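 active = maximum activity change below -70%; inconclusive = maximum activity change between -70% and -50%; inactive = maximum activity change above -50%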
#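 U2OS cells were transduced with wild-type KCNH2 virus (2.03 x 10^8 / mL) for 4 h at room temperature, then cultured overnight at 37 C. Thallium flux was read with FluxOr dye. Rate constants were normalized to DMSO controls.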
# B2AR arrestin = recruits beta-arrestin to the human beta2-adrenergic receptor. beta-arrestin recruitment to beta2AR, cell-based reporter. Potency, µM (titrated, usually from 46.1 µM), inactives show at the top dose activation, usual class: activators. actives 0.02% (n = 330,000). AID 492947;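 note: potency is the fitted concentration of half-maximal effect; 0% = DMSO controls and full agonism = EC100 isoproterenol or metaproterenol; nearly all actives have a fitted effect of over 65% in size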
# KCNH2 3.1 block = blocks the human KCNH2 3.1 channel isoform. actives 0.95% (n = 340,000). AID 720553. U2OS KCNH2 3.1, thallium flux FluxOr; hits give low values. activity change, % (tested at about 1.8 µM);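 active = maximum activity change below -70%; inconclusive = maximum activity change from -70% to -50%; inactive = maximum activity change above -50%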;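 note: thallium influx rate constant from kinetic fluorescence after stimulation buffer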
#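 Virally transduced U2OS (3.1 isoform, 4 h infection in dark at RT) → overnight 37 C → FluxOr + Red40 in HBSS/HEPES, 45 min → stimulation buffer, 2 min kinetic read → rate constant vs DMSO controls.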
# USP2a inh = USP2a (human) protease inhibition; USP2 core, Ub-CHOP2 coupled fluorogenic reporter, 485/531; Potency, µM (highest dose often 38.3 µM), for the others: top-dose activity change, negative = inhibition, hits mostly inhibitors; actives 0.01% (n = 330,000);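 note: potency is the fitted concentration of half-maximal effect; plate controls were DMSO wells for no effect and full inhibition by NEM control for full effect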
# Target sequence (O75604 whole entry, looked up): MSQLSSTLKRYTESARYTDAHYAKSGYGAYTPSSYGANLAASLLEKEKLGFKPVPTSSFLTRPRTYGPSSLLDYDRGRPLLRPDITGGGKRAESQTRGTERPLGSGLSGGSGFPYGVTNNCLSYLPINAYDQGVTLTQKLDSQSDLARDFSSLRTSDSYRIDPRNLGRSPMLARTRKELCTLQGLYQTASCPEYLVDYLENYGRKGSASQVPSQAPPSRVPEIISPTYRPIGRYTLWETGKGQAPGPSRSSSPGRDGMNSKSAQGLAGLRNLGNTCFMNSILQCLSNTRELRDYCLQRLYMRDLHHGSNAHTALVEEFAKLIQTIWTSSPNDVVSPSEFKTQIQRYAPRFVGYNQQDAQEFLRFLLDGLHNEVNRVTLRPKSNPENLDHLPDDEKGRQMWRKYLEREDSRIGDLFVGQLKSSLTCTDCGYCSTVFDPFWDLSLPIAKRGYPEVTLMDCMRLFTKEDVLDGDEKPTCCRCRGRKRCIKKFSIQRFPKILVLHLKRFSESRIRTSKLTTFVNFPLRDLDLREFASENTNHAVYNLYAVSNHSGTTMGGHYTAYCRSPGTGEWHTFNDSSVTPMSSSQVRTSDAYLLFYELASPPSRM
#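 USP2 core (10nM final) preincubated 30min RT with compound in 20mM Tris-HCl pH 8.0, 2mM CaCl2, 2mM beta-mercaptoethanol, 0.05% CHAPS; 25nM Ub-CHOP2 plus 25nM reporter substrate added, fluorescence (Ex485/Em531) read after 60min.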
# GALK inh = inhibitors of human galactokinase; Purified GALK, Kinase-Glo residual ATP luminescence; P51570; Potency, µM (series often up to 57.5 µM), for the others: at the top dose activity change, negative = inhibition, actives largely listed as inhibitors; actives 0.007% (n = 270,000); note: potency is the fitted concentration of half-maximal effect
# Target sequence (P51570 whole entry, looked up): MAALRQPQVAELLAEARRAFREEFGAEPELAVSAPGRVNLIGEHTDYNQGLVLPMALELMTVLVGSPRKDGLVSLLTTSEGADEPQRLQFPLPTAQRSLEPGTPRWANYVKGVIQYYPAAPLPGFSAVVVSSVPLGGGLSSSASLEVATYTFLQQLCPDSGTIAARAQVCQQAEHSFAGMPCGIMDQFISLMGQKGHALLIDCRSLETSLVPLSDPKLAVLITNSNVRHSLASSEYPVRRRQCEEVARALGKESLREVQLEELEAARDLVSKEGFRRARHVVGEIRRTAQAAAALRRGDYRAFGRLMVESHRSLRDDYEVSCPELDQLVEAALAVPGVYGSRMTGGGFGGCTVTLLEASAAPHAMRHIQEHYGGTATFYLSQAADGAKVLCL
#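 The enzyme phosphorylates galactose (100 uM) using ATP (35 uM); inhibition is detected as higher residual ATP, quantified by bioluminescence after 1 h reaction at room temperature, pH 8.0.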
# PKM2 activator = increases activity of human pyruvate kinase M2 | purified PKM2, Kinase-Glo ATP luminescence, activation; response scale: 0% is enzyme alone, no compound | Potency, µM (titrated, usually from 57.5 µM), for inactives: at the highest dose activation, hits mostly activators | actives 0.34% (n = 260,000) | AID 1631; note: potency is the fitted concentration of half-maximal effect; nearly all actives have a fitted effect of over 55% in size
#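 Purified hPK-M2 (>95% pure) converted ADP (0.1 mM final) to ATP with 0.5 mM PEP in 50 mM imidazole pH7.2, KCl, MgCl2, Tween 20, BSA; 1 h at room temperature. ATP detected by Kinase-Glo luminescence.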
# BCR signal inh = blocks chronic active B-cell receptor signaling; ABC-DLBCL IkBa-CBG/CBR reporter, luminescence ratio, 4 h; Potency, µM (titrated, usually from 46.1 µM), for inactives: at the highest dose ratio change, negative = lower green/red ratio, most hits filed as inhibitors; actives 0.05% (n = 340,000); active = well fitted inhibition curve with a large enough effect in the signal ratio, with a control signal flat, not every such curve was filed as active; inconclusive = small, poorly fitted or top-dose-only effect, or effect the other way, or a change in a side signal; the % refers to the signal ratio;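 note: potency is the fitted concentration of half-maximal effect; plate controls were basal doxycycline-induced cells for no effect and cells given 10 µM MG132 for full effect; MG132 reads +100%, hits lower the ratio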
#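 Cell line TMD8 (human ABC DLBCL), stably expressing tet-inducible CBG68-IkBa fusion and CBR; IMDM/0.5% FBS; cpd up to 46 uM; dox induction, 4 h, 37C/5% CO2; dual luminescence; green/red ratio; MG132 control.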
# uPA surface inh = cell surface uPA generation inhibition; cell surface uPA generation assay, qHTS; Potency, µM (doses to about 38.3 µM), for the others: at the highest dose activity change, negative = inhibition, hits mostly inhibitors; actives 0.31% (n = 330,000); active = well fitted inhibition curve with a large enough effect; inconclusive = small, poorly fitted or top-dose-only effect; inactive = no such curve, though single readings can be large or run the other way; tested in mouse RAW 264.7 cells; note: potency is the fitted concentration of half-maximal effect; nearly all actives have a fitted effect of over 55% in size
# An asterisk follows results filed as active; ? = inconclusive; . = not tested or not shown. Unless noted, calls come from the whole dose curve; as a rule, active = well fitted curve in the direction sought with a large enough effect; inconclusive = small, poorly fitted or top-dose-only effect, or another doubt; inactive = no such curve, though single readings can be large; an effect the other way counts as inactive or inconclusive. Unless noted, % is set by controls: 0 for no effect and ±100 for the full control effect.
nr	Compound	Coupling enz	Giardia killer	Eya2 inh	hERG WT inh	B2AR arrestin	KCNH2 3.1 block	USP2a inh	GALK inh	PKM2 activator	BCR signal inh	uPA surface inh
1	C=CCn1c(-c2cccc(OC)c2)nc2nc3ccccc3nc21	0.0	-11.2	13.8%	5.2	-0.3%	-3.1	-0.1%	3.4%	-1.6%	4.4%	-6.5%
2	CCn1c(SCC(=O)N2CCOCC2)nnc1-c1ccco1	1.8	-3.3	-9.7%	-11.0	-0.6%	-3.9	0.2%	-2.0%	-8.8%	-6.9%	-2.3%
3	CCCOc1ccc(CNC(=O)C2CCN(C(=O)N3CCOc4ccccc43)CC2)cc1	5.0	6.1	7.0%	-7.9	-0.1%	-19.2	0.9%	.	-8.3%	10.1%	2.5%
4	CCC(=O)N1CCN(c2nc(-c3ccc(Cl)cc3)cs2)CC1	-0.7	-2.7	-7.4%	1.2	0.0%	11.6	-2.5%	0.2%	0.6%	6.9%	-2.7%
5	COc1ccc(Cn2c(/C=C/c3ccccc3)nc3ccccc32)cc1	-17.3	-27.1	-4.3%	17.3	-1.2%	7.7	-0.7%	2.0%	-12.5%	7.3%	.
6	O=C(COC(=O)CCc1ccccc1)NCc1ccc2c(c1)OCO2	.	3.5	-3.2%	-1.6	-0.1%	26.5	-3.0%	.	.	?	0.1%
7	CC(C)NC(=O)CC1C(=O)N(Cc2ccccc2)C(C)c2nc3ccccc3n21 (configuration not stated)	-2.3	-21.3	0.5%	-7.1	-0.1%	.	-2.5%	-1.2%	-2.5%	-7.2%	5.1%
8	CCn1c(SCC(=O)NC2CCCCC2)nc2c(c1=O)SC(C)C2 (configuration not stated)	-1.1	-0.6	4.4%	-7.2	-0.7%	4.4	0.2%	-2.8%	-4.2%	6.3%	-4.0%
9	CCn1nc(NC(=O)c2ccccn2)c2cc3cccc(C)c3nc21	0.8	2.9	-0.9%	3.8	-0.3%	5.4	5.5%	2.4%	1.4%	0.6%	2.9%
10	COc1ccc(/C=N/NC(=O)CC(=O)N/N=C/c2ccc(OC)cc2)cc1	-2.5	2.9	-20.3%	-16.7	-0.1%	.	-0.7%	-1.5%	3.8%	1.4%	3.4%
11	COc1ccc(N(C(C)C(=O)NCc2ccco2)S(C)(=O)=O)cc1 (configuration not stated)	-1.3	24.3	-0.6%	8.5	-0.8%	-3.6	-1.6%	-2.3%	-0.1%	5.6%	-0.2%
12	Cc1cc(C)nc(SCC(=O)NC2CCCCC2C)n1 (configuration not stated)	.	-20.5	12.9%	-5.1	0.1%	0.8	3.2%	.	.	1.1%	5.6%
13	COc1cccc(C(=O)NC(C)C(c2cccs2)N2CCOCC2)c1 (configuration not stated)	6.1	-2.1	-24.3%	1.5	-0.1%	-11.2	3.0%	-4.6%	-4.1%	9.7%	-3.5%
14	COc1ccc(C2CC3CC(c4ccccc4)N2O3)cc1 (configuration not stated)	0.0	-4.6	-4.5%	-17.4	-0.4%	5.2	-1.0%	4.5%	-11.9%	3.8%	-0.2%
15	O=C(O)C1CCCN(S(=O)(=O)c2ccccc2)C1 (configuration not stated)	3.2	3.9	-5.4%	2.2	-0.3%	7.0	6.7%	5.3%	-3.3%	3.1%	2.1%
16	COc1ccccc1NC(=O)N1CCN(c2ccccn2)CC1	1.9	-16.5	-10.1%	-18.8	0.4%	0.6	?	3.0%	1.3%	2.7%	-12.6%
17	CC(=O)c1sc(NC(=O)CCN2C(=O)c3ccccc3C2=O)nc1C	1.1	-8.2	1.1%	-12.1	0.8%	30.4	2.0%	6.1%	5.3%	-1.8%	1.1%
18	CCOc1cc(-c2n[nH]c(=S)n2Cc2ccccc2)ccc1OC(F)F	.	2.8	-4.3%	12.7	0.6%	-8.4	-1.1%	.	.	0.6%	4.9%
19	CSc1nnc2c3cc(F)ccc3n(Cc3ccccc3)c2n1	2.5	-10.3	-19.4%	1.5	0.2%	16.6	-0.1%	-0.3%	-16.3%	13.3%	0.0%
20	CCOC(=O)c1csc(NC(=O)c2ccc3c(c2)OCCO3)n1	.	-22.0	1.3%	-12.1	-0.3%	-5.0	-1.7%	-1.1%	-7.1%	?	-1.0%
21	O=C1CS/C(=C\[N+](=O)[O-])N1c1ccccc1	0.6	-6.1	-9.3%	-9.2	-0.3%	-15.4	-1.8%	-1.3%	5.0%	5.2%	2.6%
22	O=C(Nc1ccc(S(=O)(=O)N2CCCC2)cc1)c1cc(F)c(F)cc1Cl	.	0.5	-6.0%	7.3	0.3%	.	-0.6%	0.0%	-2.5%	-9.2%	6.4%
23	Cc1cc(C(=O)OCC(=O)N2CC(C)OC(C)C2)c2ccccc2n1 (configuration not stated)	.	-10.3	-18.7%	-6.9	-0.2%	-5.4	1.4%	.	.	?	1.2%
24	Clc1ccc(CSc2nnc(NC3=NCCCCC3)s2)cc1	0.0	8.4	7.5%	-1.8	-0.4%	-10.9	0.3%	2.6%	4.4%	3.4%	2.6%
25	CCOC(=O)N1CCN(S(=O)(=O)c2ccc3c(c2)CC(C)N3C(=O)C2CC2)CC1 (configuration not stated)	1.5	24.0	-1.3%	0.9	0.2%	-25.9	2.7%	-8.7%	.	-0.9%	-4.7%
26	O=c1c2ccccc2nc(SCc2cc(F)cc3c2OCOC3)n1Cc1ccco1	-0.3	19.5	-2.6%	-1.8	-0.4%	-7.1	1.1%	-3.7%	14.6%	6.8%	.
27	O=C1CN(C(=O)COC(=O)c2cccnc2Cl)c2ccccc2N1	-0.1	-7.2	6.4%	3.0	0.1%	-31.4	0.7%	-1.2%	0.6%	-1.1%	4.5%
28	CCOC(=O)c1c(NC(=O)CNCCO)sc(C)c1C	-3.4	13.2	-4.8%	-8.6	-0.5%	-3.7	1.1%	0.0%	-7.5%	-5.8%	1.8%
29	COc1cccc(-c2noc(CCC(=O)NC3CCCCC3)n2)c1	1.0	7.8	10.0%	-6.5	-1.9%	-3.1	1.5%	-3.1%	-12.0%	1.2%	-2.7%
30	COc1ccc(OC)c(CCNC(=O)c2ccc3c(c2)N(Cc2ccc(F)cc2)CCS3)c1	-5.8	11.9	-15.8%	-2.6	0.4%	8.5	-9.2%	7.0%	-3.5%	14.7%	-13.1%
31	COC(=O)CCn1nnc(-c2ccc(C(C)C)cc2)n1	-10.5	-6.4	-15.5%	5.3	-0.5%	1.6	-0.1%	-0.2%	-1.6%	?	0.0%
32	CCCCN(C(=O)C1CCCC1)C1CCS(=O)(=O)C1 (configuration not stated)	.	-16.0	5.0%	-7.7	0.0%	-10.2	-0.9%	.	.	6.3%	4.2%

# Record cards (already shown). Screens in order: Coupling enz, Giardia killer, Eya2 inh, hERG WT inh, B2AR arrestin, KCNH2 3.1 block, USP2a inh, GALK inh, PKM2 activator, BCR signal inh, uPA surface inh
# O=C1CN(C(=O)COC(=O)c2cccnc2Cl)c2ccccc2N1 across the screens: -0.1, -7.2, 6.4%, 3.0, 0.1%, -31.4, 0.7%, -1.2%, 0.6%, -1.1%, 4.5%
# COc1cccc(-c2noc(CCC(=O)NC3CCCCC3)n2)c1 across the screens: 1.0, 7.8, 10.0%, -6.5, -1.9%, -3.1, 1.5%, -3.1%, -12.0%, 1.2%, -2.7%

# More compounds.
nr	Compound	Coupling enz	Giardia killer	Eya2 inh	hERG WT inh	B2AR arrestin	KCNH2 3.1 block	USP2a inh	GALK inh	PKM2 activator	BCR signal inh	uPA surface inh
33	CCCc1ccc(OCc2ccc(C(=O)NCc3cccnc3)o2)c(OC)c1	-2.3	-10.5	-2.0%	.	0.1%	14.8	-3.6%	-0.2%	-23.4%	?	1.0%
34	O=C(COC(=O)CCc1nc2ccccc2c(=O)[nH]1)NC(=O)NC1CCCC1	1.4	11.5	-1.6%	-1.7	2.7%	-0.8	1.0%	-0.2%	-1.3%	2.6%	0.2%
35	COc1cc(NC(=O)c2cccs2)ccc1NC(=O)c1ccccc1Cl	-0.8	-8.0	7.4%	-16.4	0.1%	18.7	-5.0%	3.8%	0.0%	?	-0.8%
36	O=C(O)/C=C/C(=O)Nc1ccc(Cl)c(C(=O)O)c1	0.1	3.3	2.8%	1.4	0.0%	0.1	0.0%	-1.5%	-2.0%	?	-0.6%
37	CN(c1ccc(C(=O)N2CCCCC2)cc1)S(=O)(=O)c1cccs1	-2.7	-1.7	-6.7%	-7.3	-0.6%	23.3	0.9%	-2.2%	0.3%	-0.8%	-2.9%
38	O=C(NC(=S)NCCc1ccccc1)c1ccccc1F	.	-1.1	-7.5%	-0.1	0.1%	16.5	1.2%	0.4%	1.0%	?	-7.4%
39	CCNC(=O)N1CCC(c2nc3ccccc3s2)CC1	6.2	-5.5	-0.4%	6.0	0.3%	-12.9	5.9%	-3.6%	.	?	-6.4%
40	Cc1nn(Cc2ccccc2)c(Cl)c1C(=O)OC(C)C#N (configuration not stated)	2.5	-11.0	3.5%	-6.7	0.0%	-1.6	1.8%	-1.9%	-21.2%	-22.6%	0.2%

# Screening data as filed in PubChem.
